# Source: PubChem BioAssay
# STK33 kinase inh: human STK33 kinase inhibition. Q9BYT3. actives 0.073% (n = 320,000). inhibition, % at 10 µM. AID 2661. purified STK33, MBP phosphorylation, ADP-Glo luminescence;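 active = inhibition at or above 25%, using the most active replicate where run in duplicate; inactive = inhibition below 25%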
# Target sequence (Q9BYT3 whole entry, looked up): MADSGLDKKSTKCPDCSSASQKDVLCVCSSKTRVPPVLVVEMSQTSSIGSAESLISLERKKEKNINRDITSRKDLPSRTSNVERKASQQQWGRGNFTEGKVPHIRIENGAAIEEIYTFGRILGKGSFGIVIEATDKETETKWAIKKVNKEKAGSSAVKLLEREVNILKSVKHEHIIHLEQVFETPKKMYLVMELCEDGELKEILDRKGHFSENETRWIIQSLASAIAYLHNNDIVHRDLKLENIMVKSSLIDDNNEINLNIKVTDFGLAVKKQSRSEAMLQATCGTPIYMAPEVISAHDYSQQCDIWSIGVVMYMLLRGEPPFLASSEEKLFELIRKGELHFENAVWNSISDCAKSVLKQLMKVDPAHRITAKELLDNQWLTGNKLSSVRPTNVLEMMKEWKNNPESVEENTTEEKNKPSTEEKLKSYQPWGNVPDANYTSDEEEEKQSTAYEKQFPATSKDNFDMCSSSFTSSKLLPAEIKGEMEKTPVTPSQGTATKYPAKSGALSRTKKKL
# OX1R antag-1: blocks the human orexin 1 receptor. O43613. OX1R-expressing cells, FRET antagonist read-out. inhibition, % at 6.6 µM. actives 1.8% (n = 330,000). AID 485270; in the data active = inhibition mostly above about 38%, no sharp cut-off; inactive = mostly below about 40%;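 also: 0% = agonist challenge alone and 100% = reference antagonist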
# Target sequence (O43613 whole entry, looked up): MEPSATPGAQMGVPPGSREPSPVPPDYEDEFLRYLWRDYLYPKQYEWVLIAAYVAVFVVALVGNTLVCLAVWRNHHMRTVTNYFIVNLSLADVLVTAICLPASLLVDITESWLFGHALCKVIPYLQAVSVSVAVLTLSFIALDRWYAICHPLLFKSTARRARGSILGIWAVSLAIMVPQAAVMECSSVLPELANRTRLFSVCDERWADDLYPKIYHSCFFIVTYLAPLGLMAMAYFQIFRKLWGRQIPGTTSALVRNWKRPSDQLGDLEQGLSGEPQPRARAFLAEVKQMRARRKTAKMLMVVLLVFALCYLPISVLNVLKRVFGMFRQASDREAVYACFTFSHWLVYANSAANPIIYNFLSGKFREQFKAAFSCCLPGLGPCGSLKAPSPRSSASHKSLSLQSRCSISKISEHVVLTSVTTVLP
# OX1R antag-2: human HCRTR1 antagonism; actives 0.43% (n = 330,000); inhibition, % at 5 µM; AID 434989; O43613; CHO/OX1R cells, Fluo-8 calcium fluorescence, orexin A;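 active = inhibition above its plate's threshold, mean inhibition of all tested compounds on the plate plus 3 SD, cut at about 37% in these data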;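 also: 0% = orexin A challenge wells and 100% = SB-334867-A antagonist wells; not every result past the cut was called active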
# * = called active by the depositor; / = no result given.
SMILES,STK33 kinase inh,OX1R antag-1,OX1R antag-2
Cn1c(=O)n(CCc2ccccc2)c(=O)c2c1nc1n2CCCN1CCc1ccccc1,-0.7,59.0,-11.9
CCOC(=O)c1ccc(CSc2nnc(-c3ccncc3)n2N)cc1,0.2,16.4,-9.5
O=C(O)c1ccc(N/C(=N\S(=O)(=O)c2ccc(Cl)cc2)c2ccccc2)cc1,0.6,3.5,-2.5
CCCCCC(=O)N/N=C/c1cccs1,-0.5,4.1,-15.0
Cc1cccc(C(=O)NNC2=C(C(=O)C(F)(F)F)CCC2)c1O,1.0,16.2,-25.0
CN(C)S(=O)(=O)c1cc(NC(=O)COC(=O)/C=C/c2ccco2)ccc1Cl,-0.8,13.8,-32.1
O=C(c1ccccc1)c1ccc(O)cc1O,1.9,7.7,8.7
Cc1cc(NCc2ccccc2)n2ncc(-c3ccccc3)c2n1,1.0,-6.4,-45.8
O=C(CCCn1c(SCC(=O)c2ccc(Cl)cc2)nc2ccccc2c1=O)NCc1ccco1,-0.5,2.1,-19.0
COc1ccc(CNC2c3ccccc3-c3ccccc32)cc1OC,-0.2,31.3,-39.9
CC1CCc2[nH]c3ccc(C(=O)N(C)CC(=O)Nc4ccccc4C(F)(F)F)cc3c2C1 (stereo not drawn),-0.2,14.4,-15.4
CCOc1cccc(C2CC(=O)Nc3cc(OC)c(OC)cc32)c1 (stereo not drawn),-0.9,29.4,-10.9
Cc1ccc(OCCCC(=O)N(C)CC(=O)Nc2ccccc2Br)cc1,-1.5,12.1,-16.9
CCOC(=O)c1cncc(NC(=O)c2ccccc2)c1,0.5,18.5,-11.2
CCCCCCSc1nc(O)c(C2OC(=O)c3c2ccc(OC)c3OC)c(=O)n1CC (stereo not drawn),-0.4,22.1,-15.7
CCN1C(=O)[C@H]2[C@@H](c3ccc(-c4cccc(Cl)c4)cc3)N[C@@](CC(C)C)(C(=O)OC)[C@H]2C1=O,-1.0,4.4,-34.2
COc1cc2c(cc1OC)CN(C(=O)c1ccc3nc[nH]c3c1)CC2,0.5,4.0,8.6
CCOc1cc(/C=C2/C(=O)N(c3ccccc3)N=C2C)ccc1OC(=O)c1cccs1,3.9,6.0,-14.2
CCC(c1nnnn1C1CCCC1)N(Cc1cccs1)Cc1cc2cccc(C)c2[nH]c1=O (stereo not drawn),-0.4,16.5,-15.9
O=C(Nc1ccc(N2CCN(Cc3ccccc3F)CC2)cc1)c1ccc([N+](=O)[O-])o1,0.4,44.4,10.4
NC(=O)c1cc(NC(=O)c2cc(Br)c(Br)s2)cc(C(N)=O)c1,0.8,21.6,-0.3
CC(C)=CCC/C(C)=C/Cc1c(O)ccc(C(=O)/C=C/c2ccc(O)cc2)c1O,-4.8,24.0,-14.8
COC(=O)c1ccc(C(=O)N(Cc2ccccc2)c2ccccc2)cc1,-1.7,8.2,-34.7
COc1cc(/C=N/Nc2ccc(C(=O)O)cc2)ccc1O,-0.4,15.7,6.9
O=[N+]([O-])c1ccc(-c2nnc3n2CCCCC3)cc1,-0.1,32.2*,-15.5

# (further entries)
SMILES,STK33 kinase inh,OX1R antag-1,OX1R antag-2
CCOc1ccccc1CN1CCN(S(=O)(=O)CC)CC1,-3.0,3.0,-21.5
CC1(CCc2ccccc2)NC(=O)N(Cc2cc([N+](=O)[O-])cc3c2OCOC3)C1=O (stereo not drawn),0.2,24.6,-32.9
c1ccc(-c2csc(Nc3cccnc3)n2)cc1,0.2,13.1,-7.1
COc1ccccc1C1(O)CC2CCC(C1)N2S(=O)(=O)c1ccc(C(C)=O)cc1 (stereo not drawn),0.0,-0.3,-19.1
COc1ccc(N2CCN(C(=O)c3ccc(-c4nc5ccccc5s4)o3)CC2)cc1,-0.9,0.6,-19.1
Cc1sc2nc(C(C)C)nc(SCC(=O)N3c4ccccc4CC3C)c2c1C (stereo not drawn),-0.8,7.9,-7.0
C[C@H](CO)N1C[C@H](C)[C@@H](CN(C)S(=O)(=O)c2ccccc2)Oc2c(NC(=O)C3CCCCC3)cccc2C1=O,0.4,-0.3,-25.8
CCN(CC)c1ccc(/C=N/NC(=O)C(O)(c2ccccc2)c2ccccc2)o1,-0.5,13.9,-10.8
O=C(NCc1ccccc1)C1=C[C@@H](C2CCCCC2)C[C@@H](OCCCCO)O1,-1.4,12.1,-20.3
N#Cc1cccc(C(c2nnnn2CCc2ccccc2)N2CCN(C3CCCCC3)CC2)c1 (stereo not drawn),-1.8,16.1,-21.7
Cc1ccc2c(n1)CC(C)(C)CC2=O,-0.7,0.2,-3.4
O=S(=O)(NCC(Nc1ccccc1)c1ccccc1)c1ccc(Cl)cc1 (stereo not drawn),0.6,20.6,8.6
CC(C)C(=O)Nc1ccc(NC(=S)NC(=O)c2ccccc2F)cc1,-1.6,4.7,-12.8
Cc1ccc(-c2cc(C(F)F)nc(NCc3cccs3)n2)cc1,0.9,24.1,-55.1
O=C(CCNC(=O)c1ccccc1Cl)NCC(c1ccc(F)cc1)N1CCOCC1 (stereo not drawn),-1.3,3.3,-16.5
COc1ccc(C(C(=O)NC2CCCCC2)N(C(=O)c2sc(C)nc2C)c2ccccc2)cc1 (stereo not drawn),0.1,14.5,-29.0
Cc1cc(C(=O)COC(=O)c2csc3c2CCCC3)c(C)n1C,-1.3,8.6,-22.3
CCN1CCN(c2nc(-c3ccccc3)c3ccccc3n2)CC1,-1.1,7.0,-25.2
CC(C)NC(=O)CSc1nnc(C2CC2)n1-c1ccccc1,-0.1,-1.7,-16.6
Cc1cc(=O)[nH]c2ccc(S(=O)(=O)Nc3ccccc3)cc12,0.0,13.1,-10.6
CC(C)C(=O)Nc1ccc(C(=O)N/N=C/c2cc(Br)cc(Br)c2O)cc1,-1.2,11.9,-9.9
Cc1nn(Cc2ccccc2)c(C)c1NC(=O)c1cc2nc(-c3ccco3)cc(C(F)(F)F)n2n1,1.3,13.5,-24.4
CCc1ccc(OC(C)c2nnc(SCC(=O)Nc3ncccc3C)n2C)cc1 (stereo not drawn),0.4,3.1,-15.8
COc1ccc(S(=O)(=O)CCC(=O)N2CCN(c3ccccc3F)CC2)cc1,-1.7,15.0,-25.9
NC(=O)N/N=C/c1cc(Br)ccc1OC(=O)c1ccccc1,-1.1,7.0,-12.4

# In the list so far, 8 have fluorine.
SMILES,STK33 kinase inh,OX1R antag-1,OX1R antag-2
Cc1cccc(C(=O)NNC2=C(C(=O)C(F)(F)F)CCC2)c1O,1.0,16.2,-25.0
CC1CCc2[nH]c3ccc(C(=O)N(C)CC(=O)Nc4ccccc4C(F)(F)F)cc3c2C1 (stereo not drawn),-0.2,14.4,-15.4
O=C(Nc1ccc(N2CCN(Cc3ccccc3F)CC2)cc1)c1ccc([N+](=O)[O-])o1,0.4,44.4,10.4
CC(C)C(=O)Nc1ccc(NC(=S)NC(=O)c2ccccc2F)cc1,-1.6,4.7,-12.8
Cc1ccc(-c2cc(C(F)F)nc(NCc3cccs3)n2)cc1,0.9,24.1,-55.1
O=C(CCNC(=O)c1ccccc1Cl)NCC(c1ccc(F)cc1)N1CCOCC1 (stereo not drawn),-1.3,3.3,-16.5
Cc1nn(Cc2ccccc2)c(C)c1NC(=O)c1cc2nc(-c3ccco3)cc(C(F)(F)F)n2n1,1.3,13.5,-24.4
COc1ccc(S(=O)(=O)CCC(=O)N2CCN(c3ccccc3F)CC2)cc1,-1.7,15.0,-25.9

# Continuation:
SMILES,STK33 kinase inh,OX1R antag-1,OX1R antag-2
C[C@H](N)c1nnc(SCC(=O)c2ccc(Cl)cc2)o1,/,13.7,-2.4
CNCC(=O)O,-0.8,9.9,1.4
COc1ccc(CCC(=O)Nc2ccc(-c3noc(-c4ccc(OC)c(OC)c4)n3)cc2)cc1,-0.6,17.0,-13.0
COc1ccc(C2c3ccc(O)cc3Oc3ncn(CCN4CCOCC4)c(=N)c32)cc1 (stereo not drawn),-1.6,11.8,-18.3
COc1ccc(C2NC(=O)NC(C)=C2C(=O)Nc2cccc(C)c2C)cc1 (stereo not drawn),-0.2,6.4,-12.7
Cc1ccc(NC(=O)Cn2cc(C(F)(F)F)cc(Cl)c2=O)cc1S(=O)(=O)N1CCCCC1,-0.3,8.1,-35.9
Cc1cccc(N(CC(=O)NCc2ccc3c(c2)OCO3)C(=O)CCC(=O)Nc2ccccn2)c1,-0.1,15.5,-25.8
O=C(CN1CCN(Cc2ccccc2)C1=O)NCCCN1CCOCC1,0.7,3.8,-8.8
CCc1ccc(C(=O)COC(=O)CNC(=O)c2ccc(N3C(=O)c4ccccc4C3=O)cc2)cc1,-1.3,11.8,-13.8
CCOc1cc(N2CCCC2)ccc1[N+](=O)[O-],-1.5,22.0,-11.5
COc1ccc(N(CN2C(=O)C3CC=CCC3C2=O)C(=O)c2ccco2)cc1 (stereo not drawn),0.3,8.6,-16.4
COc1cc(OC)c2ccc(=O)oc2c1C(CCN1CCN(c2ccccc2)CC1)c1ccc2c(c1)OCO2 (stereo not drawn),0.0,32.8,-19.0
Cc1ccc(C(C)C)cc1C(=O)CC1(O)C(=O)N(C)c2ccccc21 (stereo not drawn),-0.6,22.6,-15.4
CCn1c(=N)c(S(=O)(=O)c2ccc(F)cc2)cc2c(=O)n3ccccc3nc21,-1.2,19.1,-35.6
Cc1ccccc1-c1nnc(SCC(=O)NC2CCCC2)n1C,0.1,4.6,-16.8
CCCc1cc(C(=O)Nc2cc(C)ccc2O)no1,-2.2,31.7,4.7
O=C(O)c1cccc(-c2ccc(/C=N/n3cnnc3)o2)c1,0.2,33.0,-16.8
NNC(=O)c1ccc(S(=O)(=O)N2CCc3ccccc32)cc1,10.4,13.1,-10.5
N#C/C(=C(/O)COc1ccccc1)c1nc2ccccc2s1,0.4,33.0,-0.2
Cc1cc(OCC(=O)NC2CC2)c2c(C)c(C)c(=O)oc2c1,-2.0,28.3,-13.7
CC(Sc1n[nH]c(-c2cccs2)n1)C(=O)Nc1ccccc1F (stereo not drawn),0.2,2.2,-10.7
CC1CC(C)CN(C(=O)COC(=O)CCc2nc3ccccc3c(=O)[nH]2)C1 (stereo not drawn),0.5,20.2,-18.7
Cc1ccc(CNC(=O)CCC2CCCN(Cc3cccc4c3OCO4)C2)o1 (stereo not drawn),-2.5,9.3,-32.9
COc1ccccc1Cn1nnc2c(=O)[nH]c(C3CCN(C(=O)c4ccc(F)cc4)CC3)nc21,-0.4,10.1,-20.5
CC1CCN(c2oc(Cc3cccc4ccccc34)nc2C#N)CC1,-0.5,14.0,-15.8

# Next part.
SMILES,STK33 kinase inh,OX1R antag-1,OX1R antag-2
C[C@@H]1CN([C@@H](C)CO)C(=O)c2cc(N(C)C)ccc2O[C@@H]1CN(C)Cc1ccncc1,-0.2,8.9,-5.3
COCCN(CCOC)C(=O)COC(=O)c1cc([N+](=O)[O-])ccc1Cl,1.4,48.4*,-4.4
COc1ccc(CNC(=O)c2ccc(S(=O)(=O)N3CCCC3)cc2)cc1OC,-0.1,20.8,-1.1
COc1ccc(N(C(=O)c2snc(C(N)=O)c2N)C(C(=O)NC2CCCCC2)c2ccc(F)cc2)c(OC)c1 (stereo not drawn),-0.7,21.2,-32.9
Cc1cccc(Nc2nnc(-c3ccc(C(=O)N4C[C@H]5C[C@H](C4)c4cccc(=O)n4C5)cc3)c3ccccc23)c1,-1.3,14.7,-13.2
Clc1cccc(Cl)c1COc1ccncc1,-1.1,-8.4,17.1
CCc1ccccc1-n1nnnc1SCC(=O)Nc1cc(C)on1,0.8,34.5,8.5
Cc1ccc(N=Nc2ccc3ccccc3c2O)cc1,0.9,-1.1,-2.3
Cc1cccc(CCNS(=O)(=O)c2ccc3c(c2)NC(=O)CS3)c1,-1.1,39.2,-11.1
CCOc1ccc2nc(NC(=O)CSc3nc4c(c(=O)n(C)c(=O)n4C)n3C(C)C)sc2c1,1.4,16.0,-18.6
Cc1ccc(SCC(=O)Nc2c(Br)cnn2C)cc1,0.5,23.7,-8.2
C#CCSc1cc(C(F)(F)F)nc(-c2ccccn2)n1,1.7,15.5,-34.1
O=C(NCC1CCCN(Cc2cccc(OCCO)c2)C1)c1ccc(F)cc1 (stereo not drawn),-0.8,12.4,-17.8
N#Cc1c(-c2ccc(F)cc2)ccnc1N1CCOCC1,-0.8,5.0,-5.4
COc1cccc(-c2nc(C(=O)NCC3CCCO3)cc3c2[nH]c2ccccc23)c1 (stereo not drawn),0.5,18.1,-27.4
CCCS(=O)(=O)NCCc1cc2c(C)ccc(C)c2[nH]c1=O,0.0,9.5,-15.6
CCOC(=O)c1c(-c2cccc([N+](=O)[O-])c2)csc1N,0.9,17.3,-20.3
O=C(CCC(=O)N1CCN(c2ccccc2F)CC1)N1CCN(c2ccc(F)cc2)CC1,-1.5,-1.1,-15.3
CN(Cc1cccs1)C(=O)C1CCN(S(=O)(=O)c2ccccc2)CC1,-3.5,4.2,-2.2
CC1CCN(S(=O)(=O)c2ccc(-c3nnc(SCc4cccnc4)o3)cc2)CC1,1.2,7.2,-1.1
COc1cc(OC)cc(-c2c(-c3cccs3)c3cc(-c4cccc5[nH]ccc45)ccc3n2C)c1,-1.0,-0.4,-29.7
Cn1cc(Cl)c(C(=O)N/N=C/c2ccc(OS(=O)(=O)c3ccccc3)cc2)n1,-1.1,16.2,-14.5
CC(O)[C@@H](NC(=O)C1CCC(CNC(=O)[C@H](Cc2ccccc2)NC(=O)OC(C)(C)C)CC1)C(=O)O (stereo partly drawn),0.1,-7.8,-11.3
Cc1c(NC(=O)COc2cccc(F)c2)c(=O)n(-c2ccccc2)n1C,-4.3,-0.8,0.9
COc1ccccc1NC(=S)N(Cc1ccccc1)Cc1ccccn1,-0.6,38.9,-24.8

# OX1R antag-1, entries above that show a hit.
SMILES,STK33 kinase inh,OX1R antag-1,OX1R antag-2
O=[N+]([O-])c1ccc(-c2nnc3n2CCCCC3)cc1,-0.1,32.2*,-15.5
COCCN(CCOC)C(=O)COC(=O)c1cc([N+](=O)[O-])ccc1Cl,1.4,48.4*,-4.4
